# Screening results from PubChem BioAssay.
# IAP activation: mouse intestinal phosphatase enzyme activation – biochemical, luminescence, single concentration, confirmation (AID 434970). purified mouse IAP, CDP-Star luminescence, 30 min; hits give low values. 2.9% of 11,000 active. activity change, negative = activation, % at 10 µM; in the data active means activity change below about -85%;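 further: percent relative to enzyme plus DMSO wells and wells without enzyme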
# IAP activation Fold change: further read-out of IAP activation, marked with its call; activation factor; measured here: IAP activation factor; hits give high values;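 fold luminescence change scaled to plate control wells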
# Starred values were filed as active, the others as inactive. An excerpt; count on the stated rates, not on these rows.
# Results follow in this order: IAP activation, IAP activation Fold change
1. CC(C)(C)c1ccc(OCC(=O)NCc2ccco2)c(Br)c1
    13, 0.87
2. O=C(NCC1CCN(Cc2cccc(Cl)c2)CC1)Nc1ccccc1Cl
    -118*, 2.2*
3. Cc1cc2ccc(C)c(C)c2nc1SCC#N
    13, 0.87
4. COc1ccccc1-c1nnc(N(C)C(=O)C2CCCO2)s1 (stereo not given)
    6, 0.94
5. COc1ccc2c(CC(=O)OCC(=O)N3CCc4ccccc43)coc2c1
    6, 0.94
6. Cc1cc(N2CCN(C)CC2)nc2ccc(NC(=O)c3cccnc3Cl)cc12
    2, 0.98
7. COc1ccc(Cl)cc1NC(=O)CSc1nncn1-c1cccnc1
    8, 0.92
8. Cn1nnc(NC(=O)CSc2ncn[nH]2)n1
    -3, 1
9. COc1cc(NC(=O)CCN2CCN(Cc3ccccc3)CC2)cc(OC)c1
    2, 0.98
10. COc1cccc(/C(O)=C2/C(=O)C(=O)N(CCCN3CCOCC3)C2c2ccncc2)c1 (stereo not given)
    -2, 1

# Full records as entered above.
# Record of `Cc1cc2ccc(C)c(C)c2nc1SCC#N` : IAP activation: 13; IAP activation Fold change: 0.87
# Record of `COc1ccccc1-c1nnc(N(C)C(=O)C2CCCO2)s1` (stereo not given) : IAP activation: 6; IAP activation Fold change: 0.94
# Record of `O=C(NCC1CCN(Cc2cccc(Cl)c2)CC1)Nc1ccccc1Cl` : IAP activation: -118*; IAP activation Fold change: 2.2*

# New compounds follow
# Results follow in this order: IAP activation, IAP activation Fold change
11. Cc1cc(C(=O)CSc2nc3ccccc3c(=O)n2C)c(C)n1Cc1ccc2c(c1)OCO2
    29, 0.71
12. CCOC(=O)c1cnc(SCC(=O)Nc2sc(C)c(C)c2C#N)nc1N
    11, 0.89
13. COc1ccc2c(c1)CN(C)S(=O)(=O)c1ccccc1-2
    -8, 1.1
14. Cc1cccc(NC(=O)c2cc3n(n2)C(C(F)(F)F)CC(C2CC2)N3)c1C (stereo not given)
    3, 0.97
15. Cc1c(Cl)cnc(NC(=O)COC(=O)C(NC(=O)c2ccco2)C(C)C)c1Cl (stereo not given)
    5, 0.95
16. CSc1nc(-c2ccccc2)c(-c2ccccc2)[nH]1
    4, 0.96
17. Cc1ccc2cccc(Oc3cnccn3)c2n1
    6, 0.94
18. CCn1c(=O)cc(SCC(=O)N2CCN(c3ccccc3F)CC2)c2ccccc21
    1, 0.99
19. CCOc1cc(N2CCOCC2)c(OCC)cc1NC(=O)CCS(=O)(=O)c1ccc(Cl)cc1
    -9, 1.1
20. CC(=O)NC1CC2CCCC(C1)N2CC(=O)NCc1ccc(F)cc1 (stereo not given)
    -8, 1.1
21. Cc1ccc(C(C(=O)NCc2ccco2)N(Cc2ccco2)C(=O)CNC(=O)c2ccco2)cc1 (stereo not given)
    -3, 1
22. Cc1cccc(N2CCN(CC(=O)Nc3nccs3)CC2)c1C
    -4, 1
23. COC(=O)c1ccccc1N1C(=O)C2C(C1=O)[C@H]1C=C[C@@H]2C1 (stereo not given in full)
    -7, 1.1
24. CCn1ccnc1C(O)c1cccc(OC)c1 (stereo not given)
    -3, 1
25. Cc1cccc(-c2noc(CSc3ccccc3)n2)c1
    9, 0.91
26. COc1ccc(CN2CCC(n3nccc3NC(=O)CCc3ccccc3)CC2)c(C)c1C
    -60, 1.6
27. CN(C)C(=O)CCc1ccc2c3c([nH]c2c1)[C@]1(C)[C@@H](C(=O)N2CCCCC2)C[C@H](CC(=O)NCCN2CCOCC2)C(=O)N1CC3
    -17, 1.2
28. C[C@H](N)C(=O)NC[C@H]1O[C@@H](n2cnc3c(N)ncnc32)[C@H](O)[C@@H]1O
    2, 0.98
29. CC1CCCN(C(=O)C2(NC(=O)Nc3cccc(F)c3)CCCCC2)C1 (stereo not given)
    -81, 1.8
30. CC1CN(Cc2cc(=O)[nH]c(C(C)C)n2)CC(C)O1 (stereo not given)
    -9, 1.1

# In another format: results already given.
5: COc1ccc2c(CC(=O)OCC(=O)N3CCc4ccccc43)coc2c1
  IAP activation = 6
  IAP activation Fold change = 0.94
6: Cc1cc(N2CCN(C)CC2)nc2ccc(NC(=O)c3cccnc3Cl)cc12
  IAP activation = 2
  IAP activation Fold change = 0.98
7: COc1ccc(Cl)cc1NC(=O)CSc1nncn1-c1cccnc1
  IAP activation = 8
  IAP activation Fold change = 0.92

# Part of the list above, with each value named.
[23] COC(=O)c1ccccc1N1C(=O)C2C(C1=O)[C@H]1C=C[C@@H]2C1 (stereo not given in full)
  IAP activation: -7; IAP activation Fold change: 1.1
[21] Cc1ccc(C(C(=O)NCc2ccco2)N(Cc2ccco2)C(=O)CNC(=O)c2ccco2)cc1 (stereo not given)
  IAP activation: -3; IAP activation Fold change: 1

# Next results:
# Results follow in this order: IAP activation, IAP activation Fold change
31. O=C(O)C1CCN(c2c([N+](=O)[O-])cc(C(F)(F)F)cc2[N+](=O)[O-])CC1
    0, 0.99
32. O=C(O)C1CC=CCC1C(=O)Nc1cc(Cl)ccc1Cl (stereo not given)
    2, 0.98
33. O=C(CSc1nc2cc(S(=O)(=O)N3CCOCC3)ccc2o1)NC1CCCc2ccccc21 (stereo not given)
    6, 0.94
34. CCN(CC)S(=O)(=O)c1cccc(NC(=O)c2cc3ccccc3o2)c1
    12, 0.88
35. Cc1nn(CC(=O)N2CCOCC2)c(=O)c2ccccc12
    6, 0.95
36. O=C1Nc2ccccc2C12OCC(COc1ccc(Cl)cc1)O2 (stereo not given)
    2, 0.98
37. O=C(Nc1ccccc1)Nc1cccc(Cl)c1
    -111*, 2.1*
38. Nc1c(C(=O)NCCc2ccccc2)nnn1Cc1ccc(Cl)cc1
    -10, 1.1
39. COC(=O)c1cccc(NC(=O)Cc2ccc(OC)cc2)c1C
    10, 0.9
40. Cc1ccc(C2(C(F)(F)F)N=C3Sc4cc(C)cc(C)c4N3C(=O)N2)cc1 (stereo not given)
    6, 0.94
41. CCCOc1ccc(C2/C(=C(/O)c3ccc(F)cc3)C(=O)C(=O)N2CCCN(C)C)cc1 (stereo not given)
    -5, 1
42. COc1ccc(C(=O)Nc2ccccc2C(=O)N/N=C/c2cccc3ccccc23)cc1
    -2, 1
43. COc1ccc(CC(=O)c2ccc(O)cc2O)cc1OC
    4, 0.96
44. COc1ccc(C(=O)N2CCc3ccccc32)cc1
    1, 0.99
45. CCCCCOc1ccc(C(=O)C(c2ccccc2)N2CCOCC2)cc1 (stereo not given)
    10, 0.9
46. Cc1ccc(S(=O)(=O)N2C[C@@H]3[C@H]4CC[C@H](C4)[C@@H]3[C@@H](C)[C@@H]2c2ccco2)cc1
    -14, 1.1
47. CC(=O)Nc1ccc(NS(=O)(=O)c2ccc3ccccc3c2)cc1
    -9, 1.1
48. Cc1cccc(C2=NN(c3ccccc3)[C@@H](C(=O)N3CCOC3=O)[C@@H]2C)c1
    -8, 1.1
49. COCCn1c(C)nc2oc3ccc(Br)cc3c(=O)c2c1=O
    0, 1
50. C=CCn1c(Cc2cccs2)nnc1SCC(=O)Nc1cc(OC)cc(OC)c1
    -13, 1.1
51. O=C(Nc1ccccc1-c1nnn(CC(=O)N2CCCc3ccccc32)n1)c1ccc(Cl)cc1
    11, 0.89
52. COc1ccc(CNC(=O)C[C@H]2C[C@H](C(=O)N(C(C)C)C(C)C)[C@@]3(C)c4[nH]c5ccc(Cl)cc5c4CCN3C2=O)cc1OC
    -20, 1.2
53. Nc1nonc1-c1nc2ccccc2n1Cc1ccccc1
    11, 0.89
54. Cc1ccc(C)c(N(C)C(=O)c2coc(=O)c3ccccc23)c1
    3, 0.97
55. CC[C@]12c3[nH]c4cc(-c5ccco5)ccc4c3CCN1C(=O)[C@@H](CC(=O)NCCc1ccccn1)C[C@@H]2C(=O)N1CCN(C(=O)c2ccco2)CC1
    -4, 1
56. CCC(C)NC(=O)CNC(=O)Cn1c(C)cc2ccccc2c1=O (stereo not given)
    -11, 1.1
57. Cc1ccc(-n2nc(C(=O)NCc3ccc(C)o3)c3c4ccccc4n(C)c3c2=O)cc1
    6, 0.94
58. CN(C)C(=O)CCc1ccc2c3c([nH]c2c1)[C@]1(C)[C@@H](C(=O)N2CCOCC2)C[C@H](CC(=O)NCc2cccc(C(F)(F)F)c2)C(=O)N1CC3
    5, 0.95
59. COC(=O)C1CCN(C(=O)Cc2ccc(Br)cc2)CC1
    -4, 1
60. CCOC(=O)C1CN(S(=O)(=O)c2ccc(F)cc2)C1
    4, 0.96
61. C[C@]12c3[nH]c4ccc(Cl)cc4c3CCN1C(=O)[C@@H](CC(=O)NCc1ccco1)C[C@@H]2C(=O)N1CCCCC1
    -21, 1.2
62. CCn1cc(C(=O)NCCCN2CC(C)CC(C)C2)c2cc(OC)c(OC)cc2c1=O (stereo not given)
    -2, 1
63. O=Cc1c(-[n+]2ccccc2)nc([O-])n1-c1ccccc1
    -8, 1.1
64. Cc1cc(C)c(CN2CCN(C(=O)Cn3cnc4c(NCc5ccccc5)ncnc43)CC2)c(C)c1
    0, 1
65. CCOC(=O)c1c(NC(=O)COC(=O)Cn2cnc3ccccc32)sc(C)c1C
    -6, 1.1
66. CCOc1ccc(NC(=O)CC2C(=O)N(c3ccccc3)C(=S)N2Cc2ccccn2)cc1 (stereo not given)
    8, 0.92
67. CCCn1c(SCC(=O)N2CCCCC2)nnc1-c1ccco1
    7, 0.93
68. CCCOC(=O)c1[nH]c2c(c1C)C(=O)CC(c1cccs1)C2 (stereo not given)
    0, 1
69. O=C(c1ccc(Cl)cc1Cl)C1(n2cncn2)Oc2ccccc2C1O (stereo not given)
    13, 0.87
70. CCCCNC(=O)c1sc(=S)n2c1[nH]c(=O)c1ccccc12
    2, 0.98
71. Nc1nc(CN2CCN(c3ccccn3)CC2)nc(Nc2ccc(Cl)cc2)n1
    -2, 1
72. Cc1ccc(NC(=O)c2ncn(CC(=O)NCc3ccc4c(c3)OCO4)n2)cc1C
    -9, 1.1
73. CCOc1ccccc1NC(=O)C(CC(C)C)NC(=O)C1CCCCC1 (stereo not given)
    2, 0.98
74. COc1cc2oc(=O)cc(-c3ccc(-c4ccc(C#N)cc4)cc3)c2c(OC)c1OC
    14, 0.86
75. Clc1ccc(/C=N/Nc2nn[nH]n2)cc1
    -5, 1
76. O=C(CSc1nnnn1C1CCCC1)NCc1ccccc1
    1, 0.99
77. O=C(Nc1ccc(Cl)c(Cl)c1)Nc1cc(S(=O)(=O)N2CCOCC2)ccc1N1CCCC1
    -153*, 2.5*
78. CCOC(=O)CN1C(=O)C(O)(CC(=O)c2ccc3c(c2)CCCC3)c2ccccc21 (stereo not given)
    10, 0.9
79. CN1CCN(Cc2cc(COCc3ccccc3)c3cccnc3c2O)CC1
    -8, 1.1
80. CCOC(=O)C1(Nc2nccs2)Sc2ccccc2NC1=O (stereo not given)
    10, 0.9

# Next part
# Results follow in this order: IAP activation, IAP activation Fold change
81. CC(=O)N1CCc2cc(S(=O)(=O)NC(CC(C)C)C(=O)Nc3cc(C)ccn3)ccc21 (stereo not given)
    -2, 1
82. COc1ccc2c(c1)C1NC(=S)NC(C)(O2)C1C(=O)Nc1ccccc1C (stereo not given)
    -8, 1.1
83. CCC(=O)c1ccc(OC(=O)c2cccs2)cc1
    -10, 1.1
84. C=CCNC(=S)N/N=C(\C)c1cccc(OC)c1
    5, 0.95
85. CCC(=O)Nc1cc(=O)[nH]c2ncnn12
    -29, 1.3
86. CCCn1c(NCc2ccccn2)nc2ccccc21
    9, 0.91
87. Clc1ccc(-c2csc(NNC3=NCCCCC3)n2)cc1
    12, 0.88
88. CCn1cc(CN2CCC(C(=O)Nc3cccc(-c4cccc(Cl)c4)c3)CC2)c(C)n1
    -396*, 5*
89. Cc1cc(C)cc(Oc2ccccc2/C=C\C(=O)O)c1
    -4, 1
90. COc1ccc(-c2nsc3c(N4CCCC4)ncnc23)cc1
    9, 0.91

# Part of the list above, with tabs.
No.	SMILES	IAP activation	IAP activation Fold change
82	COc1ccc2c(c1)C1NC(=S)NC(C)(O2)C1C(=O)Nc1ccccc1C (stereo not given)	-8	1.1
83	CCC(=O)c1ccc(OC(=O)c2cccs2)cc1	-10	1.1
84	C=CCNC(=S)N/N=C(\C)c1cccc(OC)c1	5	0.95
85	CCC(=O)Nc1cc(=O)[nH]c2ncnn12	-29	1.3
